LYPLA2 inh = blocks human lysophospholipase 2, a PME1 counter-screen | recombinant LYPLA2, FP-Rh probe fluorescence polarization | 0.38% of 320,000 active | AID 2177 | inhibition, % at 5.9 µM;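 active means inhibition above the screen-wide mean plus 3 SD, limit set per campaign, cut at about 26% in these data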;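 further: 0% = LYPLA2 with DMSO and 100% = wells lacking LYPLA2 enzyme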
PREPL inh = human PREPL enzyme inhibition. Q4J6C6. 0.68% of 320,000 active. recombinant PREPL, fluorescence polarization activity-based probe. inhibition, % at 5.96 µM. AID 2751; in the data active means inhibition above about 43%;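 further: 0% = enzyme with DMSO and 100% = wells lacking enzyme; many of its hits are not listed in these tables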
PAFAH2 FP inh = inhibitors of human PAFAH2. Q99487. recombinant PAFAH2, FP-rhodamine activity probe, fluorescence polarization. inhibition, % at 3.39 µM. 0.99% of 340,000 active. AID 492956;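 active means inhibition above the mean over all tested compounds plus 3 SD, cut at about 30% in these data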;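 further: inhibitors block probe labeling of enzyme so polarization drops; 0% = enzyme with DMSO and 100% = wells lacking PAFAH2 protein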
GSTO1 inh = blocks human GSTO1 in RBBP9 counter-screen; 1.1% of 300,000 active; inhibition, % at 5.96 µM; recombinant GSTO1, activity-based probe fluorescence polarization; P78417;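 active means inhibition above the campaign mean inhibition plus 3 SD, cut at about 35% in these data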;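 further: 0% = GSTO1-1 with DMSO and 100% = wells lacking GSTO1-1 enzyme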
Target sequence (P78417 whole entry, looked up): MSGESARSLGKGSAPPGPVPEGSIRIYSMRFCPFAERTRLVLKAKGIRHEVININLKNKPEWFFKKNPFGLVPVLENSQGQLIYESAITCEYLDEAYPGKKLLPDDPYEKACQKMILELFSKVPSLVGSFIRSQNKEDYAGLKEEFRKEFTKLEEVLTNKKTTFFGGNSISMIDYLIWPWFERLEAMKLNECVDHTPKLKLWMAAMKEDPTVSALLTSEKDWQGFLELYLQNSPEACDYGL
LYPLA1 counter = blocks human lysophospholipase 1, a PME1 counter-screen; recombinant LYPLA1, FP-Rh probe fluorescence polarization; inhibition, % at 5.9 µM; 0.16% of 320,000 active;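 active means inhibition above the mean of all tested compounds plus 3 SD, set per campaign, cut at about 14% in these data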;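 further: inhibitors block serine hydrolase probe labeling of LYPLA1 so polarization falls; 0% = enzyme with DMSO and 100% = wells lacking LYPLA1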
PAD4 inh = blocks human protein arginine deiminase 4; Q9UM07; recombinant PAD4, RCA probe fluorescence polarization; inhibition, % at 6.36 µM; 0.41% of 330,000 active; AID 485272;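 active means percent inhibition above a cutoff equal to the mean of all tested compounds plus 3 SD, cut at about 15% in these data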;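 further: 0% = PAD4 with RCA probe and DMSO and 100% = probe without PAD4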
PAFAH1B3 inh = PAFAH1B3 (human) inhibition; recombinant PAFAH1B3, FP-rhodamine probe, fluorescence polarization; inhibition, % at 3.39 µM; 0.28% of 340,000 active; AID 492972;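 active means inhibition above the screen-wide average of all tested compounds plus 3 SD, cut at about 25% in these data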;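 further: 0% = enzyme with DMSO only and 100% = wells lacking PAFAH1B3 protein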
Target sequence (Q15102 whole entry, looked up): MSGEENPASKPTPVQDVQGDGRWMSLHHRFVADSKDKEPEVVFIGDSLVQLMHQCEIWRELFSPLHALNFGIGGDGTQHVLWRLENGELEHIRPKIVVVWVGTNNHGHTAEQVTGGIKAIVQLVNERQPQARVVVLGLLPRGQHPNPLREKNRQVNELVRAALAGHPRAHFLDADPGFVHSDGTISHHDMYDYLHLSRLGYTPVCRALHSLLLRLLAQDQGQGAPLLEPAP
ZTA DNA inh = blocks Epstein-Barr virus ZTA, an EBNA-1 counter-screen; P03206; 0.15% of 320,000 active; inhibition, % at 11 µM; ZTA-DNA binding, fluorescence polarization; in the data active means inhibition above about 33%
Target sequence (P03206 whole entry, looked up): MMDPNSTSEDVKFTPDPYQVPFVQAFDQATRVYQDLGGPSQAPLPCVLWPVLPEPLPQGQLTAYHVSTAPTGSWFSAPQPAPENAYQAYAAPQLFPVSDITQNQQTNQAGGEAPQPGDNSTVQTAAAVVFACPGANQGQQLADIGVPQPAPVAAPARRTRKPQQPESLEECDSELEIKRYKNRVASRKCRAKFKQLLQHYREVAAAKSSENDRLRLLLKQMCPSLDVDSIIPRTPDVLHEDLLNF
EBNA-1 inhibitor = blocks EBNA-1 binding to DNA; EBNA-1 DNA binding, fluorescence polarization; inhibition, % at 14.8 µM; 0.34% of 300,000 active; in the data active means inhibition above about 28%
The depositor's hits bear a star; x = no result given. Not all compounds are listed (hit frequency here may not be typical).

#1 Cn1cnnc1SCC(=O)NC1CCCCCC1
#2 O=C(/C=C/c1ccc(F)cc1)NC(=S)NNC(=O)c1cnccn1
#3 Cc1ccccc1NC(=O)Cc1nc(COC(=O)COc2cccc(C)c2C)cs1
#4 CC(C)(C)c1ccc(C(=O)NNC(=O)c2ccncc2)cc1
#5 COc1ccc(S(=O)(=O)Nc2ccc(S(=O)(=O)N3CCOCC3)cc2)cc1C
#6 O=C(CNS(=O)(=O)c1cccc2nsnc12)NCc1ccc(Cl)cc1

Assay by compound,1,2,3,4,5,6
LYPLA2 inh,10,0,-6,2,15,2
PREPL inh,1,5,-2,9,5,-9
PAFAH2 FP inh,0,-3,1,-3,-6,-2
GSTO1 inh,0,4,-2,3,5,3
LYPLA1 counter,2,2,-4,3,-3,1
PAD4 inh,-1,2,2,-1,-3,2
PAFAH1B3 inh,9,9,3,10,2,3
ZTA DNA inh,-4,1,0,1,-27,5
EBNA-1 inhibitor,-10,2,-6,0,-3,-5

#7 NS(=O)(=O)c1ccc(NC(=O)C2CCCN(S(=O)(=O)c3ccc(F)cc3)C2)cc1 (stereo unspecified)
#8 O=C1/C(=C/c2cccs2)SC(=S)N1C1CCS(=O)(=O)C1 (stereo unspecified)
#9 COc1ccc(S(=O)(=O)N(C)c2ccc(C(=O)N3CCOCC3)cc2)cc1OC
#10 CCC(C)NCC(O)COCc1ccc(Cl)cc1 (stereo unspecified)
#11 O=C1CCN(C(=O)c2cccs2)c2ccccc21
#12 O=C(Nc1ccc(F)c(Cl)c1)c1cncs1

Assay by compound,7,8,9,10,11,12
LYPLA2 inh,-2,-1,-1,0,-3,-1
PREPL inh,8,-8,13,4,-2,8
PAFAH2 FP inh,-4,x,2,-1,-7,7
GSTO1 inh,9,26,6,0,2,0
LYPLA1 counter,3,2,3,2,-1,-3
PAD4 inh,3,-4,1,-1,0,2
PAFAH1B3 inh,6,x,-2,3,3,7
ZTA DNA inh,0,-10,-2,15,-2,-11
EBNA-1 inhibitor,-4,7,7,1,-5,5

Reformatted: eleven of the compounds above.
item | SMILES | LYPLA2 inh | PREPL inh | PAFAH2 FP inh | GSTO1 inh | LYPLA1 counter | PAD4 inh | PAFAH1B3 inh | ZTA DNA inh | EBNA-1 inhibitor
2 | O=C(/C=C/c1ccc(F)cc1)NC(=S)NNC(=O)c1cnccn1 | 0 | 5 | -3 | 4 | 2 | 2 | 9 | 1 | 2
3 | Cc1ccccc1NC(=O)Cc1nc(COC(=O)COc2cccc(C)c2C)cs1 | -6 | -2 | 1 | -2 | -4 | 2 | 3 | 0 | -6
4 | CC(C)(C)c1ccc(C(=O)NNC(=O)c2ccncc2)cc1 | 2 | 9 | -3 | 3 | 3 | -1 | 10 | 1 | 0
5 | COc1ccc(S(=O)(=O)Nc2ccc(S(=O)(=O)N3CCOCC3)cc2)cc1C | 15 | 5 | -6 | 5 | -3 | -3 | 2 | -27 | -3
6 | O=C(CNS(=O)(=O)c1cccc2nsnc12)NCc1ccc(Cl)cc1 | 2 | -9 | -2 | 3 | 1 | 2 | 3 | 5 | -5
7 | NS(=O)(=O)c1ccc(NC(=O)C2CCCN(S(=O)(=O)c3ccc(F)cc3)C2)cc1 (stereo unspecified) | -2 | 8 | -4 | 9 | 3 | 3 | 6 | 0 | -4
8 | O=C1/C(=C/c2cccs2)SC(=S)N1C1CCS(=O)(=O)C1 (stereo unspecified) | -1 | -8 | x | 26 | 2 | -4 | x | -10 | 7
9 | COc1ccc(S(=O)(=O)N(C)c2ccc(C(=O)N3CCOCC3)cc2)cc1OC | -1 | 13 | 2 | 6 | 3 | 1 | -2 | -2 | 7
10 | CCC(C)NCC(O)COCc1ccc(Cl)cc1 (stereo unspecified) | 0 | 4 | -1 | 0 | 2 | -1 | 3 | 15 | 1
11 | O=C1CCN(C(=O)c2cccs2)c2ccccc21 | -3 | -2 | -7 | 2 | -1 | 0 | 3 | -2 | -5
12 | O=C(Nc1ccc(F)c(Cl)c1)c1cncs1 | -1 | 8 | 7 | 0 | -3 | 2 | 7 | -11 | 5

Further records:
#13 CCN(CC)c1ccc(/C=C(\C#N)c2ccccn2)cc1
#14 CN(C)C(=O)/C(=C\c1ccncc1)NC(=O)c1ccccc1
#15 C#CCOCCOCCOCCNc1nc(N2CCN(C(=O)Cn3cc(CCCCN)nn3)CC2)nc(N2CCN(C(=O)[C@H](CCCCN)n3cc(CCC(=O)O)nn3)CC2)n1
#16 CCOC(=O)c1ccc(NC(=O)CCc2ccc(C)o2)cc1
#17 CN1/C(=C\C(=O)c2ccccc2Cl)c2ccccc2CC1(C)C
#18 O=c1c2cn[nH]c2[nH]c(=S)n1-c1cccc2ccccc12

Assay by compound,13,14,15,16,17,18
LYPLA2 inh,4,5,2,3,7,6
PREPL inh,15,-8,-4,-12,8,15
PAFAH2 FP inh,-7,-2,-2,-2,-6,-2
GSTO1 inh,-11,-4,6,7,3,15
LYPLA1 counter,0,3,0,-5,2,-1
PAD4 inh,1,2,-5,-3,1,0
PAFAH1B3 inh,7,6,-5,9,2,4
ZTA DNA inh,1,-20,6,12,-26,12
EBNA-1 inhibitor,11,-4,-11,-6,4,-6

Part of the list above, as labelled records.
14) CN(C)C(=O)/C(=C\c1ccncc1)NC(=O)c1ccccc1
  LYPLA2 inh = 5
  PREPL inh = -8
  PAFAH2 FP inh = -2
  GSTO1 inh = -4
  LYPLA1 counter = 3
  PAD4 inh = 2
  PAFAH1B3 inh = 6
  ZTA DNA inh = -20
  EBNA-1 inhibitor = -4
15) C#CCOCCOCCOCCNc1nc(N2CCN(C(=O)Cn3cc(CCCCN)nn3)CC2)nc(N2CCN(C(=O)[C@H](CCCCN)n3cc(CCC(=O)O)nn3)CC2)n1
  LYPLA2 inh = 2
  PREPL inh = -4
  PAFAH2 FP inh = -2
  GSTO1 inh = 6
  LYPLA1 counter = 0
  PAD4 inh = -5
  PAFAH1B3 inh = -5
  ZTA DNA inh = 6
  EBNA-1 inhibitor = -11

(more compounds)
#19 COC(=O)c1ccc(CSc2ncnc3c2nnn3-c2ccc(F)cc2)o1
#20 CCOC(=O)c1cnc(SCC(=O)Nc2sc(C)c(C)c2C#N)nc1N
#21 CC(=O)Oc1ccc(C(=O)Cc2ccc3ccccc3n2)c(O)c1C
#22 CCn1c(=O)cc(OCC(=O)Nc2ccc(OC)c(OC)c2)c2ccccc21
#23 Cc1ccc(C(=O)NCC(=O)NCC(=O)OCC(=O)c2ccc(Br)cc2)cc1
#24 CCN(C[C@H]1N[C@@](C)(C(=O)OC)[C@H]2C(=O)N(Cc3ccccc3)C(=O)[C@@H]12)C(=O)c1ccc(C)cc1

Assay by compound,19,20,21,22,23,24
LYPLA2 inh,7,-6,4,9,11,x
PREPL inh,14,-12,-4,-4,7,-4
PAFAH2 FP inh,2,-9,8,-6,-4,-4
GSTO1 inh,4,5,-4,1,3,x
LYPLA1 counter,2,-1,-1,4,9,x
PAD4 inh,6,-2,-5,-1,-2,-2
PAFAH1B3 inh,0,-6,13,3,6,7
ZTA DNA inh,-24,13,9,-2,-6,x
EBNA-1 inhibitor,3,-1,14,-7,6,x

#25 CC(Nc1ccc(Br)cc1)C(=O)N/N=C/c1ccccc1OCc1ccccc1 (stereo unspecified)
#26 O=C(CCc1ccccc1)N1CCCN(C(=O)CCc2ccccc2)CC1
#27 CCOC(=O)CNC(=O)CSc1nc(Cc2cccs2)nc2ccccc12
#28 CC1Cc2ccccc2N1C(=O)CSc1nccc(=O)[nH]1 (stereo unspecified)

Assay by compound,25,26,27,28
LYPLA2 inh,-6,3,-7,-3
PREPL inh,-3,2,6,12
PAFAH2 FP inh,-9,-6,3,7
GSTO1 inh,-10,-5,6,-11
LYPLA1 counter,-4,1,-6,0
PAD4 inh,0,-5,1,2
PAFAH1B3 inh,-6,3,1,8
ZTA DNA inh,5,0,-11,-10
EBNA-1 inhibitor,8,1,-6,-10
